Screening data as filed in PubChem.
KLK5 inh – human KLK5 protease inhibitors, primary screen, biochemical, 1536-well; Kallikrein-5 (Homo sapiens), Q9Y337; recombinant hK5, fluorogenic AMC substrate cleavage; 210,000 tested, 0.59% active; inhibition, % at 5 µM; AID 873, 2007;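 active = inhibition of 40% or more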;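 also: 0% = enzyme controls without compound and 100% = no-enzyme blanks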
Target sequence (Q9Y337 67-293 limits assumed): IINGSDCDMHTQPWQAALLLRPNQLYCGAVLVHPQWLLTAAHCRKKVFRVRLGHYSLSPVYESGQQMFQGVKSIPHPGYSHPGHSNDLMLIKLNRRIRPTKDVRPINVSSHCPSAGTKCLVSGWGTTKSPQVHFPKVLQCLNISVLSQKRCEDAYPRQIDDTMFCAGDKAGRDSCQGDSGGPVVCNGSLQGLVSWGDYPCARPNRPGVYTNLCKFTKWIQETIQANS
PERK inh – block of dimerizer-induced PERK translation repression, primary screen, PERK inhibitor project, CHO PERK-DD cells, SEAP luminescence, HTS | CHO PERK-DD fusion, SEAP luminescence translation reporter | inhibition, % at 5.6 µM | 220,000 tested, 0.17% active | AID 1416, 2008;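 active = inhibition above the mean inhibition of all tested compounds plus 3 SD, set separately per screening campaign, cut at about 2.9% in these data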;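 also: PERK kinase domain activated by AP20187 dimerizer at 100 nM; 0% = DMSO with dimerizer and 100% = rapamycin at 8.4 µM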
Rad51 HR inh – human RAD51 strand exchange inhibitors, primary screen, biochemical, fluorescence. inhibition, % at 10 µM. DNA repair protein RAD51 homolog 1 (Homo sapiens), Q06609. hRad51 DNA strand exchange, fluorescence dequenching. 200,000 tested, 0.085% active;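 active = inhibition above 40% at the single screening dose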;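 also: 0% = DMSO control wells and 100% = blanks with heterologous ssDNA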
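material = hRad51 filaments on single-stranded DNA | timing = filaments 15 min 37 °C, then compound 30 min | signal = FRET fluorescence dequenching, excitation 485 nm, emission 520 nm | benchmarks = control wells and blank wells on each plate | evaluation = percent inhibition relative to plate controls and blanks | compound = 10 µM final, single point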
Furin inhibitor – human furin inhibitors, primary screen, biochemical, fluorescence intensity; P09958; purified furin, fluorogenic substrate cleavage; inhibition, % at 30 µM; 220,000 tested, 0.061% active; in the data active = inhibition above about 25%; also: inactives centre near -15
m-calpain inh – inhibitors of pig calpain II, primary screen, biochemical, fluorogenic peptide substrate, 1536-well | purified calpain II, 30 min | inhibition, % at 16 µM | 220,000 tested, 0.37% active;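 active = inhibition above about 50%, limit read from the data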
FXIIa inh – human FXIIa protease inhibitors, primary screen, biochemical, 1536-well. Coagulation factor XII (Homo sapiens), P00748. purified FXIIa, Boc-QGR-AMC fluorogenic substrate, 2 h. inhibition, % at 5 µM. 220,000 tested, 0.3% active. AID 800, 2007; in the data active = inhibition above about 40%;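 also: 0% = enzyme with no compound and 100% = blank without enzyme; many of its hits are not listed in these tables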
FXIa inh 1536 – human FXIa protease inhibitors, primary screen, biochemical, 1536-well; Coagulation factor XI (Homo sapiens), P03951; purified FXIa, Boc-Glu-Ala-Arg-AMC fluorogenic substrate; inhibition, % at 5 µM; 220,000 tested, 0.14% active; AID 798, 2007;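 active = inhibition of at least 40%; inactive = inhibition below 40%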;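 also: fluorescence of freed AMC excited at 355 nm; 0% = enzyme without compound and 100% = no enzyme blank; many of its hits are not listed in these tables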
Target sequence (P03951 19-387 limits assumed): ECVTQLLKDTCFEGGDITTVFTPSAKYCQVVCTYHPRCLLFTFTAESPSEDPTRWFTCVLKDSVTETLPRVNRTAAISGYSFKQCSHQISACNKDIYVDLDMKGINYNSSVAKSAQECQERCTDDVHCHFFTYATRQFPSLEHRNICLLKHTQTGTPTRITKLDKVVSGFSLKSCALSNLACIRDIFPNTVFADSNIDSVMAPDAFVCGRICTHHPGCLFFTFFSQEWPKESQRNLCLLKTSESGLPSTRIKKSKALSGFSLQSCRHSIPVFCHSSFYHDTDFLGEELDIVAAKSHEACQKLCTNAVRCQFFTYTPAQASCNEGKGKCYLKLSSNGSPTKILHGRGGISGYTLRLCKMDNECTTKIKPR
Target sequence (P03951 388-625 limits assumed): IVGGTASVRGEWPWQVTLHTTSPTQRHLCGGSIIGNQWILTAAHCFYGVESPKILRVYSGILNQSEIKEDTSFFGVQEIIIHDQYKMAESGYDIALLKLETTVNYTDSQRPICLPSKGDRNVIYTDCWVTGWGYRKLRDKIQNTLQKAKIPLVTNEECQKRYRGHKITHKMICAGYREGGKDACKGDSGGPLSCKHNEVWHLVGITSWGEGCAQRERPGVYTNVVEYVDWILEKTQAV
KCC2 mod – KCC2 cotransporter modulators, thallium flux, primary screen, cell-based, HEK293 KCC2, FluoZin-2 fluorescence, MLSMR; Solute carrier family 12 member 5 (Homo sapiens), Q9H2X9; KCC2 cells, thallium flux FluoZin-2 fluorescence; B-score of Tl+ flux slope (higher = more flux/activation; lower = inhibition) at 10 µM; 190,000 tested, 2.2% active; AID 1456, 2008;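 active = thallium flux slope and its plate-corrected score both differing from the plate sample mean at a set confidence after two filtering rounds, in either direction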;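 also: slope of fluorescence scaled to starting intensity during 10 to 20 s after thallium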
Thrombin inh – human alpha-thrombin inhibitors, primary screen, counter-screen for coagulation protease inhibitor project, biochemical, 1536-well, fluorogenic AMC substrate; Prothrombin (Homo sapiens), P00734; AID 1046, 2008; inhibition, % at 5 µM; 220,000 tested, 0.26% active; Boc-VPR-AMC fluorogenic substrate cleavage;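 active = inhibition at or above 40%; inactive = inhibition below 40%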;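 also: 0% = enzyme with no compound and 100% = wells without enzyme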
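Material: human alpha-thrombin protein. Incubation: reaction at ambient temperature. Technique: fluorescence of released AMC, ex 355 nm, em 460 nm. Control set: no-compound enzyme wells and no-enzyme blanks. Also added: Boc-VPR-AMC substrate, 15 µM final. Buffer or medium: pH 7.5 Tris (50 mM) with NaCl 150 mM, Tween 20 0.05%.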
Active calls of the source: *; i = inactive; x = no result given; [ ] = remark or other dose. An excerpt; the hit share may differ from the screen's.

SMILES | KLK5 inh | PERK inh | Rad51 HR inh | Furin inhibitor | m-calpain inh | FXIIa inh | FXIa inh 1536 | KCC2 mod | Thrombin inh
O=C(NCCc1c[nH]c2ccccc12)C(=O)NCC1OCCN1S(=O)(=O)c1cc(F)ccc1F (stereo unspecified) | -4 | -0.5 | x | -23 | -24 | 4 | -3 | -0.46 | -11
N=C1CCCN1c1ccccc1O | -2 | 0.0 | x | -13 | -13 | -1 | -2 | 0.024 | -14
CCCOc1ccc(CSc2nnc(CCC)n2N)cc1 | -19 | 0.3 | -3 | -18 | -17 | 7 | -4 | x | -5
Cn1cccc1Cc1nnc(SCC(=O)NCC2CCCO2)n1C (stereo unspecified) | x | 0.8 | x | -21 | 9 | 5 | 1 | 0.47 | -4
CCOc1ccccc1N1CCN(C(=S)NC(=O)C23CC4CC(CC(C4)C2)C3)CC1 | -6 | 0.8 | -18 | -4 | 16 | 11 | 2 | 4.7* | -2
O=C(Nc1sc2c(c1CN1CCOCC1)CCC2)c1ccc(F)cc1 | -16 | 0.1 | 3 | -9 | -28 | 22 | 9 | -0.62 | -4
CCC(C)N=Cc1c(Nc2ccccc2)nc2c(C)cccn2c1=O (stereo unspecified) | 7 | 1.5 | 29 | -16 | 13 | 7 | 3 | 0.67 | 2
Cc1cc(=O)oc2cc(OCCSCCN3CCOCC3)ccc12 | -26 | -0.1 | 9 | -15 | x | -5 | -7 | 0.0053 | 4
COc1ccc(-n2c(-c3ccco3)nc3c(cnn3-c3ccc(C)cc3)c2=O)cc1 | 0 | -0.5 | 12 | -21 | -60 | 11 | 0 | 1.9 | -1
O=C(CCCn1cnc([N+](=O)[O-])n1)Nc1cccc2ccccc12 | -7 | 1.0 | 2 | -18 | -1 | -7 | 0 | 0.39 | -2
Cc1cccc(Cc2cnc(NC(=O)c3ccc(C)o3)s2)c1 | 9 | -2.0 | 2 | -5[20 µM] | 0 | 7 | -8 | -1.5 | -3
CCNS(=O)(=O)c1ccc(CCC(=O)O)cc1 | -3 | 1.5 | 25 | -15 | -15 | 9 | -2 | 0.29 | 5
O=C(NCc1ccco1)c1cc2cc3ccc(Cl)cc3nc2o1 | -33 | 1.9 | 1 | -25[20 µM] | -42 | -19 | -12 | 0.14 | -12
COc1ccc(NC(=O)C(=O)N/N=C(\C)CC(=O)Nc2cc(C)ccn2)c(OC)c1 | -5 | -0.5 | x | -21 | -11 | 12 | 4 | 0.39 | -5
N=C1/C(=C/c2cccn2CCOc2ccccc2)C(=O)N=C2SC=C(c3ccccc3)N12 | -22 | -0.7 | 3 | 9 | -41 | 6 | -4 | 0.035 | -4
CCN(CC)c1ccc(NC(=O)c2ccco2)c(C)c1 | -9 | -0.3 | 3 | -24[20 µM] | -1 | 9 | 3 | 0.95 | -11
CC(C)c1ccc(N(CC(=O)NCC2CCCO2)C(=O)Cn2nnc(-c3cccs3)n2)cc1 (stereo unspecified) | x | 0.7 | x | -21 | 24 | 11 | 2 | 0.56 | -1
COc1cccc(NC(=O)C(=O)NCCCn2ccnc2)c1 | 0 | 0.2 | -2 | -24 | -19 | 10 | -2 | -0.38 | -11
COc1ccccc1NC1=C(NC(C)=O)C(=O)c2ccccc2C1=O | 0 | 0.2 | 0 | -17 | 0 | 7 | -4 | x | -4
O=C(CCc1nc(-c2ccccc2F)no1)NCCc1ccccc1Cl | 15 | 0.0 | -8 | -19[20 µM] | 19 | 8 | 9 | -0.82 | -3
COc1ccc(NC(=O)CN(C)C(C)C(=O)N2CCCCC2)cc1 (stereo unspecified) | -11 | 0.2 | 4 | 6[20 µM] | -4 | -2 | 4 | 0.98 | -4
COc1ccc(-c2nc(C#N)c(NCCCn3ccnc3)o2)cc1OC | -26 | 0.3 | 4 | -40[20 µM] | i | 26 | 20 | 1.5 | 1
OC1(c2cccc(C(F)(F)F)c2)CCN(Cc2nc(-c3cnccn3)no2)CC1 | -2 | 0.2 | 3 | -24 | -26 | 7 | -7 | 0.029 | -13
CCCS(=O)(=O)N1CCCC(C(=O)N2CCN(c3ccccc3)CC2)C1 (stereo unspecified) | -9 | -0.1 | 3 | -14 | x | 0 | -4 | -0.68 | 4
COc1cc2c(cc1NC(=O)c1ccc3c(c1)OCO3)oc1ccccc12 | -11 | 0.8 | 5 | -11[20 µM] | -315 | -8 | -3 | x | -2
COc1ccccc1NC(=O)CSc1nnnn1C | 7 | 0.0 | -1 | -7 | 34 | 59* | 33 | x | -1
O=C(NC1CCCCC1)C(c1ccccc1)N(C(=O)c1cccs1)c1ccc2c(c1)OCO2 (stereo unspecified) | -19 | 0.3 | 3 | -5[20 µM] | -14 | 11 | -38 | -0.34 | 0
COc1ccc(CNc2cc([N+](=O)[O-])ccc2OC)cc1 | 3 | 0.5 | -9 | 3 | 4 | 6 | -20 | 0.17 | -5
CCn1nc(C)c(NS(=O)(=O)c2ccccc2)c1C | 7 | 0.5 | x | -1[20 µM] | 13 | 2 | -3 | -0.26 | -2
Cc1ccc(-c2nc(C3CCCN(S(=O)(=O)c4ccc(C(C)(C)C)cc4)C3)no2)cc1 (stereo unspecified) | -4 | 0.9 | 11 | -13 | 3 | 9 | -4 | 0.89 | -4
CC(=O)c1cc(C(C)=O)c(C)nc1C | -7 | 1.1 | -17 | -22 | -9 | 6 | -2 | 0.24 | 0
CCOC(=O)Cc1cc(=O)n2[nH]c(C)cc2n1 | -2 | 1.6 | -13 | -17[20 µM] | -67 | 8 | -3 | x | 0
C/C(=N\Nc1ccccn1)c1ccc(S(=O)(=O)NCc2ccco2)cc1 | -10 | -0.1 | 9 | 1 | 12 | 4 | -1 | -0.1 | -2
COc1ccc(NS(=O)(=O)c2ccc(NC(=O)c3ccc(N(C)S(C)(=O)=O)cc3)cc2)cc1 | 2 | 0.5 | -1 | -26 | 8 | 9 | 4 | -0.49 | -4
CC(C)CC(=O)c1c[nH]c(C(=O)NCCc2ccccn2)c1 | -7 | -2.0 | -3 | -17[20 µM] | -26 | 8 | 0 | -0.24 | -4
CCn1c(C)nc2cc(C(=O)NNC(=O)Nc3ccc(Cl)cc3)ccc21 | -4 | 0.8 | 24 | -26 | 2 | 11 | 0 | -1.4 | 6
COc1ccc(N(C(=O)c2cccc([N+](=O)[O-])c2)S(=O)(=O)c2cccs2)cc1 | 2 | -0.3 | -4 | -20 | -2 | 12 | 6 | -0.41 | 1
COc1ccc(S(=O)(=O)N2CCCC2)c(Cl)c1Cl | 8 | 1.0 | 6 | -17 | 16 | 4 | -5 | 1.2 | -3
O=C(CN1CCc2ccccc21)NC(=O)NC1CCCCC1 | 2 | 0.7 | -6 | -25 | -10 | 9 | 2 | -0.35 | 0
C=CC[n+]1c(-c2ccc(Cl)cc2Cl)csc1Nc1ccc(NC(C)=O)cc1 | 0 | 0.1 | 4 | -24 | -5 | x | -2 | -0.78 | -5
O=C1N(Cc2cccnc2)C[C@@H]2C[C@@H](c3cccc(Oc4ccccc4)c3)N3CCC[C@@]123 | 0 | -1.8 | -1 | -2 | -19 | 3 | -1 | -0.52 | -2
[O-][n+]1c2c(nn1-c1ccc(Cl)c(Cl)c1)-c1nonc1CC2 | -5 | 1.5 | 0 | -14 | -3 | -5 | 1 | -0.022 | -5
O=C1CC(N2CCN(c3ccccc3F)CC2)C(=O)N1c1ccc2c(c1)OCCO2 (stereo unspecified) | 3 | 0.2 | -11 | -9 | 12 | -3 | -2 | 0.057 | 7
O=C(NNC(=O)c1ccc(Cl)cc1Cl)c1csc(-c2cccnc2)n1 | -5 | 0.1 | 20 | -24 | -15 | 10 | 2 | 8.1* | 0
Cn1c(SCC(=O)N2CCCCC2)nnc1-c1ccc(S(=O)(=O)N2CCOCC2)cc1 | -2 | -0.3 | -2 | -15 | -41 | 9 | 3 | x | 0
Cc1oncc1C(=O)NC1CCCCC1 | -6 | 0.9 | -6 | -24 | 8 | 5 | -3 | -0.04 | 1
COCCc1ccc(OCC(O)CNC(C)C)cc1 (stereo unspecified) | 27 | 0.6 | -2 | -3 | 9 | 9 | 1 | -1.1 | x
CCOC(=O)c1ccc(COC(=O)CNC(=O)CNC(=O)c2ccc(OC)cc2)o1 | -25 | 2.8 | x | 13[20 µM] | 0 | -4 | -7 | 1.2 | 1
O=C(O)/C=C/c1cn(Cc2ccccc2Cl)nc1-c1ccccc1 | -4 | -0.5 | -11 | -8 | 23 | 0 | -5 | -5.1* | -6
CCc1cc2c(=O)n(Cc3ccccc3)c(SC3CCOC3=O)nc2s1 (stereo unspecified) | x | -0.7 | x | -6 | 54* | 2 | -3 | -0.0043 | -5
Cc1ccc(SCC(=O)NC(=O)NC(C)C)c(C)c1 | -4 | -0.1 | -2 | -23 | -15 | x | -6 | 0.16 | -11
Cc1nn(Cc2ccc(Cl)c(Cl)c2)c(C)c1NC(=O)c1sc2ccccc2c1Cl | -3 | 0.9 | -3 | -7[20 µM] | 16 | 13 | 4 | 0.39 | 2
S=c1[nH]nc(-c2ccccn2)n1/N=C/c1ccc(-c2ccccc2Cl)o1 | 2 | 1.6 | 5 | -4 | 12 | 5 | 0 | 132* | -2
COc1cc2nc(CC(C)C)n(NC(=O)c3ccccc3)c(=O)c2cc1OC | 1 | -0.4 | -9 | -22 | 17 | 21 | -1 | 0.83 | 4
CCOC(=O)CSc1nc(N)c(C#N)c(-c2ccc(OC)cc2)c1C#N | -28 | -0.4 | -2 | -17 | -106 | 9 | -7 | x | -6
CCN(CC)CCNc1nc(-c2ccco2)c2c(c1C#N)CC(C)(C)OC2 | 10 | -0.7 | -3 | -20[20 µM] | -244 | -8 | -8 | 0.02 | -8
O=c1c2cc(N3CCOCC3)ccc2[nH]c(=S)n1Cc1ccccc1Cl | -11 | 1.2 | 34 | -27 | -295 | 5 | 9 | 0.7 | 0
CCCNC(=O)c1c(Cl)cnn1-c1ccc(C)cc1 | x | 0.4 | 24 | -13 | -14 | -1 | -5 | 0.015 | -7
COCc1cc(C)[nH]c(=O)c1C(=O)NC12CC3CC(CC(C3)C1)C2 | -3 | 0.2 | x | -25 | -22 | 6 | -5 | 0.67 | -4

3 of these compounds in a different format:
COCc1cc(C)[nH]c(=O)c1C(=O)NC12CC3CC(CC(C3)C1)C2
- KLK5 inh: -3
- PERK inh: 0.2
- Rad51 HR inh: x
- Furin inhibitor: -25
- m-calpain inh: -22
- FXIIa inh: 6
- FXIa inh 1536: -5
- KCC2 mod: 0.67
- Thrombin inh: -4

O=C(O)/C=C/c1cn(Cc2ccccc2Cl)nc1-c1ccccc1
- KLK5 inh: -4
- PERK inh: -0.5
- Rad51 HR inh: -11
- Furin inhibitor: -8
- m-calpain inh: 23
- FXIIa inh: 0
- FXIa inh 1536: -5
- KCC2 mod: -5.1*
- Thrombin inh: -6

CCOC(=O)c1ccc(COC(=O)CNC(=O)CNC(=O)c2ccc(OC)cc2)o1
- KLK5 inh: -25
- PERK inh: 2.8
- Rad51 HR inh: x
- Furin inhibitor: 13[20 µM]
- m-calpain inh: 0
- FXIIa inh: -4
- FXIa inh 1536: -7
- KCC2 mod: 1.2
- Thrombin inh: 1
